Screens: PubChem, National Center for Advancing Translational Sciences (NCATS)
Gal4-VP16 FLuc – counter-screen for ROR gamma inhibitors: Gal4-VP16 reporter; Drosophila S2 Gal4-VP16 UAS-luciferase, luminescence, 20 h; Potency, µM (series often up to 53.6 µM), for the others: at the highest dose activity, negative = inhibition, actives largely listed as inhibitors; hit rate 3.5% among 310,000; AID 2546;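 note: Gal4-VP16 expression switched on by copper sulfate through the metallothionein promoter; % is set by controls: 0 for no effect and ±100 for the full control effect; nearly all actives have a fitted effect of over 50% in size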
uPA generation – blocks generation of uPA at the cell surface; cell surface uPA generation assay, qHTS; Potency, µM (series often up to 38.3 µM), for inactives: top-dose activity change, negative = inhibition, most hits filed as inhibitors; hit rate 0.31% among 330,000; AID 540303; active = well fitted inhibition curve with a large enough effect; inconclusive = small, poorly fitted or top-dose-only effect; inactive = no such curve, though single readings can be large or run the other way; tested in mouse RAW 264.7 cells; note: % is set by controls: 0 for no effect and ±100 for the full control effect; nearly all actives have a fitted effect of over 55% in size
RORg inh – ROR gamma (mouse) transcription inhibition; P51450; Drosophila S2 Gal4-RORgamma UAS-luciferase reporter, 20 h; Potency, µM (doses to about 53.6 µM), without a hit: top-dose activity change, negative = inhibition, usual class: inhibitors; hit rate 5.4% among 310,000; AID 2551; note: % is set by controls: 0 for no effect and ±100 for the full control effect; nearly all actives have a fitted effect of over 60% in size
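Read-out: Photinus luciferase luminescence; inhibitors lower reporter signal. Insect Schneider cells with Gal4-ROR gamma fusion under metallothionein promoter, UAS reporter; 700 uM final copper sulfate induction, 20 hr, ambient temperature.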
FLuc counter – firefly luciferase modulation, counter-screen for miR-21 project | Potency, µM (titrated, usually from 57.5 µM), for the others: top-dose activity change, negative = inhibition, most hits filed as inhibitors | hit rate 6.9% among 360,000 | purified FLuc, Km substrates, luminescence inhibition | P08659;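 note: plate controls were vehicle for no effect and reference inhibitor for full effect; nearly all actives have a fitted effect of over 55% in size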
Target sequence (P08659 whole entry, looked up): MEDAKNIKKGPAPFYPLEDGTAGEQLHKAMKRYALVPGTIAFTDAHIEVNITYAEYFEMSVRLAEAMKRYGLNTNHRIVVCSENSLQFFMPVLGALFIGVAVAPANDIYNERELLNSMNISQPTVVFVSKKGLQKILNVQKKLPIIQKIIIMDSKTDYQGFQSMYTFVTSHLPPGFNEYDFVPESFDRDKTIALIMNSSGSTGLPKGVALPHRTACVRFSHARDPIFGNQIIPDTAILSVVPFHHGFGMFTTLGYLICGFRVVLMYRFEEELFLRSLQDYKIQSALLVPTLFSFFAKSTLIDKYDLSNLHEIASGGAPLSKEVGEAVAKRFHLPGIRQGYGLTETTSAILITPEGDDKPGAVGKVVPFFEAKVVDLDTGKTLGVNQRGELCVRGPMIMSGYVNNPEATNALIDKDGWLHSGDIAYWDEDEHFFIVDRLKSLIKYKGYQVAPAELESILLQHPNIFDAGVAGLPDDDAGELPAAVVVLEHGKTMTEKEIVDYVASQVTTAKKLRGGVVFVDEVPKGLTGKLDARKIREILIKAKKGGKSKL
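Purified P. pyralis luciferase, 10 nM final, with Km-level 10 uM D-luciferin and 10 uM ATP in 50 mM Tris acetate pH 7.5, 10 mM Mg acetate, 0.01% Tween-20, 0.05% BSA; 6-point qHTS titration about 60 µM downward; luminescence read.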
ELG1 genotox – genotoxicity induction in ELG1-luciferase HEK293T cells | HEK293T ELG1-luciferase reporter, luminescence, 16 h | Potency, µM (highest dose often 46 µM), without a hit: top-dose activity change, positive = activation, hits mostly activators | hit rate 1.3% among 330,000 | AID 504466; note: % of control where 0% means no effect; nearly all actives have a fitted effect of over 60% in size
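Cells (2,000/well) expressing the ELG1-luciferase fusion are dosed by pin tool and kept 16 hr at 37 °C, 5% CO2. Signal comes from ONE-Glo luciferase reagent after 30 min at room temperature.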
MBNL1 CUG block – MBNL1-poly(CUG) RNA binding inhibition; TR-FRET MBNL1-His/biotin-(CUG)12 binding, 665/545 ratio; Potency, µM (titrated, usually from 57.5 µM), for the others: at the top dose activity change, negative = inhibition, actives largely listed as inhibitors; hit rate 0.036% among 280,000; AID 2675; active = well fitted inhibition curve with a large enough effect in the signal ratio, with a control signal flat, not every such curve was filed as active; inconclusive = small, poorly fitted or top-dose-only effect, or effect the other way, or a change in a side signal; inactive = no such curve, though single readings can be large or run the other way; the % refers to the signal ratio; note: % is set by controls: 0 for no effect and ±100 for the full control effect
Target sequence (Q9NR56 whole entry, looked up): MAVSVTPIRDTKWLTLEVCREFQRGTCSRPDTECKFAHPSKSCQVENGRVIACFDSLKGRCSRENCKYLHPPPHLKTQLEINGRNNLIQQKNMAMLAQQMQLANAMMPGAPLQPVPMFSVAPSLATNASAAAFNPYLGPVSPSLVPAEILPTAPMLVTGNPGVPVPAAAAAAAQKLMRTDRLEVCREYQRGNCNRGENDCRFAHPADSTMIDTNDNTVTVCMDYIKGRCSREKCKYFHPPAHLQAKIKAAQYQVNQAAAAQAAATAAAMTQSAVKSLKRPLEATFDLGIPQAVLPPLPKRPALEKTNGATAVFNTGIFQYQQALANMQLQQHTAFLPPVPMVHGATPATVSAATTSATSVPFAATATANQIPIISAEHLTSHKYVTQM
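Compounds (final 92 nM to 58 uM) are added to His-tagged MBNL1 and biotin-(CUG)12, then terbium anti-His antibody and streptavidin-XL665 (5 nM final). After 60 min at room temperature, the 665/545 nm ratio is read.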
Rab9 promoter act – Rab9 promoter activation. Huh7 Rab9 promoter-luciferase reporter, luminescence, 24 h. Potency, µM (top dose mostly 9.22 µM), for inactives: top-dose activation, negative = inhibition, usual class: activators. hit rate 2.8% among 320,000; note: % of control where 0% means no effect; nearly all actives have a fitted effect of over 60% in size
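Rab9 promoter-driven luciferase in stably transfected Huh7 cells; 1500 cells/well rested 2 h, exposed to compound in DMSO for 24 h at 37 °C, 5% CO2. Luminescence read 10 min after adding luciferase reagent at ambient temperature.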
p53 reactivator – restores transcriptional activity of mutant p53; AID 504706; H1299 p53-A138V BP100-luciferase reporter, luminescence, 24 h; Potency, µM (top dose mostly 92.2 µM), for inactives: at the top dose activity change, positive = activation, usual class: activators; hit rate 0.063% among 320,000; note: % of control where 0% means no effect; nearly all actives have a fitted effect of over 45% in size
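p53-null H1299 cells stably carrying temperature-sensitive p53-A138V and a BP100-luciferase reporter were pinned with compounds (4-point, 1:5 series) and held 24 hrs at 37 deg C. Luminescence was read 10 min after detection reagent.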
BRCA1 expr up – increases BRCA1 expression; hit rate 1.1% among 380,000; AID 624202; MCF7-BRCA1-FFLuc reporter, luminescence, 48 h; response scale: scaled: vehicle 0%, 10 µM genistein 100%; Potency, µM (titrated, usually from 46.1 µM), for inactives: at the highest dose activation, most hits filed as activators; note: nearly all actives have a fitted effect of over 80% in size; some results filed as inactive show a strong effect at the top dose
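Luminescence from a BRCA1-driven firefly luciferase in MCF7 cells was read after 48 h compound exposure at 37 C. Data normalized against DMSO and a 10microM genistein activation control, then curve-fitted across the titration.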
CXXC DNA block – MLL CXXC-DNA interaction inhibition | Q03164 | MLL-CXXC / FITC-HOXA9 DNA fluorescence polarization | Potency, µM (doses to about 115 µM), for inactives: at the highest dose activity change, negative = inhibition, usual class: inhibitors | hit rate 0.037% among 290,000; active = well fitted inhibition curve with a large enough effect in the polarisation, with a control signal flat, not every such curve was filed as active; inconclusive = small, poorly fitted or top-dose-only effect, or effect the other way, or a change in a side signal; inactive = no such curve, though single readings can be large or run the other way; the % refers to the polarisation
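Steps: dispense CXXC domain solution (7 uM) → pin compounds or unlabeled HOX-A9 DNA control → 5 min ambient → add FLSN-HOX-A9 solution (50 nM) → spin → 30 min ambient → fluorescence polarization. Tris pH 7.5/NaCl/DTT/BSA buffer.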
NPC1 promoter act – activates the NPC1 promoter; AID 485313; Potency, µM (titrated, usually from 9.22 µM), without a hit: at the top dose activation, most hits filed as activators; hit rate 2.4% among 320,000; Huh7 NPC1 promoter luciferase reporter, 24 h;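 note: % of control where 0% means no effect; nearly all actives have a fitted effect of over 60% in size; reporter is driven by a mutant NPC1 promoter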
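Cells: Huh7 expressing luciferase under the NPC1 promoter, 1500/well. Seeded 2 h, compound added, incubated 24 h at 37 °C. Luciferase reagent, 10 min ambient, then luminescence.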
* hit, by the source's call; u = inconclusive; x = not tested or not shown; [ ] = remark or other dose. Unless noted, calls come from the whole dose curve; as a rule, active = well fitted curve in the direction sought with a large enough effect; inconclusive = small, poorly fitted or top-dose-only effect, or another doubt; inactive = no such curve, though single readings can be large; an effect the other way counts as inactive or inconclusive. Potency is the fitted concentration of half-maximal effect. This is a subset; count on the stated rates, not on these rows.

SMILES	Gal4-VP16 FLuc	uPA generation	RORg inh	FLuc counter	ELG1 genotox	MBNL1 CUG block	Rab9 promoter act	p53 reactivator	BRCA1 expr up	CXXC DNA block	NPC1 promoter act
O=C(O)CC(NCc1ccco1)C(=O)OCCCl (stereo not given)	0.0%	-3.2%	2.6%	-0.8%	1.3%	0.6%	2.7%	17.5%	34.8%	-5.9%	-7.8%
CCOc1ccc(/C(O)=C2/C(=O)C(=O)N(CCOCCO)C2c2ccccn2)cc1 (stereo not given)	-12.9%	x	5.5%	0.8%	-0.3%	u	-1.2%	7.2%	4.4%	2.6%	-5.0%
O=C1CCCc2c1[nH]c1ccc(Br)cc21	u	0.1%	-4.1%	3.9%	-3.0%	3.8%	-1.7%	0.1%	7.3%	5.4%	1.6%
CN(C(=O)Cn1nnc(-c2cccc(C(F)(F)F)c2)n1)C1CCCCC1	-3.5%	3.7%	11.5%	0.1%	-0.4%	10.5%	5.9%	-2.9%	-0.2%	-4.6%	-3.7%
O=c1cc2ncc(-c3[nH]ncc3[N+](=O)[O-])cn2[nH]1	-1.4%	-4.9%	2.8%	-0.9%	-3.1%	u	-7.1%	-0.6%	-3.6%	-6.4%	0.1%
CC(C)(C)c1ccc(COC(=O)Nc2ccc(F)cc2)cc1	1.6%	0.1%	u	-17.9%	7.0%	u	8.1%	11.4%	-26.1%	-6.6%	4.2%
COc1ccc(OCCSCc2nnc(NC(=O)Nc3ccc(Cl)cc3)s2)cc1	3.0%	1.1%	31.6%	-5.9%	-2.2%	0.1%	-8.0%	6.5%	-6.3%	16.0%	-3.4%
CCN(c1ccccc1)S(=O)(=O)c1ccc(C(=O)NCCc2ccc(S(N)(=O)=O)cc2)cc1	12.2%	9.3%	6.5%	0.4%	-17.8%	-5.4%	-1.2%	-3.7%	-28.8%	-1.2%	0.8%
CCN(CC)CP(=O)(c1ccccc1)c1ccccc1	-1.9%	16.9%	12.0%	7.6%	-0.2%	-8.2%	-0.7%	-1.1%	-1.5%	3.8%	-0.2%
CS(=O)(=O)c1ccc(C(=O)Nc2ccc(N3CCCCC3)cc2)c(Cl)c1	7.1%	-1.1%	14.8%	-6.1%	15.4%	-8.6%	-3.5%	-1.4%	12.3%	u	-4.5%
COc1ccccc1N1CCN(C(=O)CCn2c(=O)[nH]c3ccsc3c2=O)CC1	-0.7%	6.0%	18.3%	4.1%	-0.3%	-1.7%	4.2%	-16.6%	0.4%	-1.0%	4.6%
Clc1ccccc1CNCC1CCCO1 (stereo not given)	-5.7%	2.1%	-11.9%	6.3%	6.0%	-7.3%	1.1%	x	0.9%	7.0%	0.8%

Overlap with the part before: 2 compounds; new compounds follow.
SMILES	Gal4-VP16 FLuc	uPA generation	RORg inh	FLuc counter	ELG1 genotox	MBNL1 CUG block	Rab9 promoter act	p53 reactivator	BRCA1 expr up	CXXC DNA block	NPC1 promoter act
COc1ccccc1N1CCN(C(=O)CCn2c(=O)[nH]c3ccsc3c2=O)CC1	-0.7%	6.0%	18.3%	4.1%	-0.3%	-1.7%	4.2%	-16.6%	0.4%	-1.0%	4.6%
Clc1ccccc1CNCC1CCCO1 (stereo not given)	-5.7%	2.1%	-11.9%	6.3%	6.0%	-7.3%	1.1%	x	0.9%	7.0%	0.8%
Cn1c2ccccc2n2c(=O)c(=O)n(CC(=O)c3ccc(F)cc3)nc12	-6.0%	7.8%	-2.9%	1.5%	-3.1%	u	2.6%	-5.3%	-2.8%	-4.7%	2.8%
NS(=O)(=O)c1ccc(CNC(=O)c2ccc(NS(=O)(=O)c3ccc4[nH]c(=O)[nH]c4c3)cc2)cc1	x	-2.2%	x	-2.1%	2.6%	x	-1.2%	14.0%	-20.3%	x	-4.0%
COc1ccc(N2C(=O)CN=C2Nc2nc(C)cc(C)n2)cc1OC	-7.6%	-2.0%	-8.9%	-1.3%	-6.2%	3.2%	-0.1%[1.84 µM]	-1.2%	2.7%	1.0%	0.7%
CN(C)S(=O)(=O)c1ccc(N2CCCC2)c(C(=O)OCC(=O)NC2(C#N)CCCCC2)c1	x	-6.8%	x	-0.8%	-4.1%	x	0.2%	-3.8%	-32.5%	x	-1.5%
Cc1cccc(-n2ccnc2CN2CCC(CO)(Cc3ccccc3)CC2)c1	-4.4%	7.0%	15.8µM*	u	-2.4%	2.3%	0.1%	-4.6%	1.0%	-0.2%	1.0%
CCN(CC)CCN(Cc1cc2cc3c(cc2[nH]c1=O)OCCO3)C(=S)NC	-2.3%	-20.7%	6.4%	-12.6%	5.0%	11.0%	6.5%	8.2%	-5.6%	-1.1%	-0.3%
Cc1sc2nc(CSc3ccccc3)nc(N3CCOCC3)c2c1C	-0.8%	-4.7%	0.1%	1.5%	-3.7%	x	-7.4%	-7.0%	-39.5%	5.1%	-5.4%
CCOc1ccccc1OCc1nn2c(COc3ccccc3)nnc2s1	-3.4%	x	21.9%	3.8%	-0.5%	-2.6%	5.7%	-6.0%	-23.9%	-0.2%	9.5%
O=C(c1cccc(OCc2ccccc2)c1)N1CCOCC1	-2.6%	-2.1%	27.6%	-7.6%	7.5%	-3.3%	2.9%	2.0%	62.1%	-0.7%	6.2%
COc1ccc(CNC(=O)C2CCN(C(=O)c3cccc(Cl)c3)CC2)cc1	-12.8%	3.7%	8.3%	-1.4%	-8.6%	4.5%	-6.7%	-13.6%	-1.7%	4.2%	-2.1%
Clc1ccc(-c2nc3ccccc3nc2-c2ccccc2)cc1	-0.5%	6.9%	2.9%	-0.9%	-6.2%	-2.0%	0.7%	-8.8%	-26.8%	5.9%	-2.5%
CCCc1c(C(=O)N/N=C/c2ccco2)nnn1-c1nonc1N	3.7%	7.8%	0.0%	-2.4%	5.3%	0.6%	-0.2%	-2.2%	0.0%	-6.4%	-0.1%
CC(=O)Nc1ccc(S(=O)(=O)Nc2nc(C)nc3sc4c(c23)CCC4)cc1	-7.9%	-9.4%	27.9%	-0.6%	8.7%	4.0%	-0.7%	1.1%	4.7%	-6.6%	1.7%
CCN(CC)c1ccc(NC(=O)c2ccc(=O)[nH]c2)cc1S(=O)(=O)Nc1ccccc1OC	u	-11.9%	-37.2%	u	-0.4%	-2.5%	-2.2%	-1.4%	-8.2%	10.0%	-28.4%
O=C(Nc1ccc(CN2CCOCC2)cc1)c1ccccc1F	11.2µM*	x	0.631µM*	u	u	-6.5%	u	u	70.4%	-16.0%	3.16µM*
CCOc1ccc(S(=O)(=O)NC(C)C(=O)NCc2ccncc2)cc1 (stereo not given)	2.2%	3.6%	-0.8%	-0.5%	-3.4%	0.2%	1.6%	4.4%	-14.5%	4.2%	-7.9%
CNC(=O)c1ccc(NC(=O)Nc2ccccc2)cc1	17.5%	2.2%	10.6%	u	u	3.4%	u	x	82.1%	25.2%	u
CCC(=O)n1nc(-c2cccnc2)nc1NCc1ccc(OC)cc1	-3.1%	-1.7%	-2.4%	-5.2%	11.1%	-7.6%	6.9%	11.8%	-3.3%	21.8%	1.7%
O=C(/C=C/Nc1ccc(F)cc1F)c1cccs1	2.51µM*	-12.9%	1.58µM*	0.107µM*	u	20.4%	2µM*	26.2%	-0.4%	14.2%	0.562µM*
O=c1c(Cc2ccc(Cl)cc2Cl)c(O)ccn1CC(F)(F)F	u	4.0%	0.0%	-1.2%	-4.1%	-9.0%	8.5%	8.8%	-0.9%	-16.6%	0.0%
NS(=O)(=O)c1cccc(NC(=O)COC(=O)Cc2ccc(S(=O)(=O)N3CCCCC3)s2)c1	-0.7%	8.8%	8.1%	-0.8%	-2.1%	-7.6%	-0.8%	5.0%	-2.3%	3.3%	-4.9%
CCCOc1ccc(-c2cnc(N)s2)cc1	u	u	29.4%	10.7µM*	u	-6.6%	3.16µM*	u	u	-2.1%	u
Cc1ccc(C(=O)NC(C)c2ccc(-n3ccnc3)cc2)c(C)c1 (stereo not given)	-8.5%	1.6%	8.7%	-3.1%	8.4%	-2.5%	0.7%	-2.8%	-18.2%	4.3%	0.9%
O=C(CCSc1nnc(-c2ccncc2)o1)Nc1cccc2ccccc12	2.3%	-2.2%	-8.3%	-2.7%	0.8%	-1.8%	-3.8%	0.9%	-13.5%	11.6%	0.0%
Cc1cc(C(=O)NCC23CC4CC(CC(C4)C2)C3)c(C)o1	-6.1%	x	6.6%	-10.9%	-7.6%	-8.0%	0.3%	-2.2%	x	6.9%	-7.0%
CCOC(=O)NC(CC(=O)O)c1ccc(OCC)cc1 (stereo not given)	-9.8%	x	4.7%	4.8%	0.6%	3.2%	-2.6%	-5.1%	1.9%	-1.7%	1.4%
